# Assay outcomes: PubChem BioAssay, Broad Institute
# PglD inh: inhibitors of Campylobacter jejuni PglD acetyltransferase; purified PglD enzyme, DTNB colorimetric CoA detection; AID 602405; 360,000 compounds, 0.098% hits; inhibition, % at 12.5 µM; in the data active = inhibition above about 16%, passing the limit was not always enough; inconclusive = no clear call, values can overlap the other calls; note: strong numbers were not always called active
# RAD52 anneal inh: inhibitors of human RAD52 DNA annealing; recombinant RAD52 DNA annealing, FRET fluorescence; P43351; inhibition, % at 18.7 µM; 360,000 compounds, 0.46% hits;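 active = every replicate showing at least 50% inhibition; inconclusive = mean inhibition at least 50% but not in every replicate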
# Target sequence (P43351 whole entry, looked up): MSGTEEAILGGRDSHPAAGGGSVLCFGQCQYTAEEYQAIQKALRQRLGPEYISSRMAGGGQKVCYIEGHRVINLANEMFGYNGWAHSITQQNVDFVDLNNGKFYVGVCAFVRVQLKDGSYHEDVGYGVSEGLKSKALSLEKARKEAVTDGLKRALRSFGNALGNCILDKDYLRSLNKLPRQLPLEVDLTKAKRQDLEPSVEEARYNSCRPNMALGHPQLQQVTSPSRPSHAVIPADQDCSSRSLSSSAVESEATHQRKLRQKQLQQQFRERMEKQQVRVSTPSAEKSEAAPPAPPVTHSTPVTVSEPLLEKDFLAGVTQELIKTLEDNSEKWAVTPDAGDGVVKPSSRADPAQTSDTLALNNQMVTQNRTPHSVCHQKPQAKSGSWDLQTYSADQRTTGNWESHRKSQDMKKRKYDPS
# Cneo AK release: Cryptococcus neoformans lysis via adenylate kinase release | C. neoformans lysis, adenylate kinase release luminescence, 4 h; normalised: neutral wells 0, clomiphene wells 100 | lysis activity, % at 15 µM | 360,000 compounds, 0.2% hits;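 active = mean lysis activity across replicates of at least 80%, whatever share of replicates individually reach that level; inactive = mean lysis activity below 80%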
#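 Test system: log-phase Cryptococcus neoformans yeast cells. Input: 5 × 10^6 yeast cells/mL. Medium: fresh YPD growth medium. Doses: single dose. Incubation: static 4 h at 37 °C with compound, 1 h detection. Measured by: luminescent adenylate kinase detection reagent. Read-out: signal increase indicating cell lysis. Benchmarks: Clomiphene.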
# E-selectin induc: E-selectin induction on HUVECs; P16581; HUVEC E-selectin immunofluorescence imaging; normalized: neutral wells 0, TNF-alpha wells 100; activation, % at 7.58 µM; 260,000 compounds, 0.37% hits;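 active = mean E-selectin-positive cell signal at least 10% of the positive control, reached in at least 60% of replicates, without over 20% cell loss; inconclusive = no rule given, readout overlaps actives, possibly toxicity-flagged; inactive = the rest, including those meeting only one limit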;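 note: in these data hits start at about 27%; measured in HUVEC primary endothelial cells; signal is the percent of cells scored E-selectin positive by PE staining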
# Target sequence (P16581 whole entry, looked up): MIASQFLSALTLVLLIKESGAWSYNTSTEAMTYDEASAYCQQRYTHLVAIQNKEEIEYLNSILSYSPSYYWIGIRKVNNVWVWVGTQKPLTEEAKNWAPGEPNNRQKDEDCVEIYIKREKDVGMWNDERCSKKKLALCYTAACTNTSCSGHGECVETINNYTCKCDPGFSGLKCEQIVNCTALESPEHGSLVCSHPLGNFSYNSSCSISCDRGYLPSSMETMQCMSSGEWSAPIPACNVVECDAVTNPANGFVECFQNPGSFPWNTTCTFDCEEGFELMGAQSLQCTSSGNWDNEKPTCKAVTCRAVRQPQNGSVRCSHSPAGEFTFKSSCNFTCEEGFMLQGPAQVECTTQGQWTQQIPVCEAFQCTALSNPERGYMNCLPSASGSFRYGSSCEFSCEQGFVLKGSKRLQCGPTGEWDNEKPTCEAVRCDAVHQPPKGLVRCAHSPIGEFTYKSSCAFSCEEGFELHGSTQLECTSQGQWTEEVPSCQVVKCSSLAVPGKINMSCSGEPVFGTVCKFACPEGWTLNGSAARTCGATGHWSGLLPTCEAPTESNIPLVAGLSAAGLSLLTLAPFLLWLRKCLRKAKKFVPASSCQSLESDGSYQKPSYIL
#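 System: HUVEC / Compound: single concentration / Signal: immunofluorescence imaging / Read-out: percent E-selectin-positive cells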
# PGC1a acetyl inh: PGC1a acetylation modulation, inhibitor mode; U2OS PGC1a acetylation, AlphaScreen anti-acetyl-lysine; with virally co-expressed GCN5 acetyltransferase; inhibition, % at 15.6 µM; 350,000 compounds, 0.17% hits;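 active = every replicate shows inhibition of at least 40%; inconclusive = mean inhibition at least 40% but some replicate below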;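 note: 0% = neutral control wells and 100% = positive control wells; some results beyond the cut were filed as inactive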
# miR122 inh: miR-122 inhibition in Huh7 cells | Huh7 miR-122 Renilla luciferase sensor, 48 h; neutral wells = 0, positive control = 100 | activation (reporter increase), % at 12.5 µM | 340,000 compounds, 0.3% hits | AID 602342;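 active = mean replicate activation score at least 90 and every replicate individually at or above 90; inconclusive = only one of the two criteria met; inactive = neither criterion met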;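 note: higher luciferase means less miR-122 activity so hits act as miR-122 inhibitors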
# ERAP1 inh: ERAP1 (human) enzyme inhibition | recombinant ERAP1, Leu-AMC fluorescence, 60 min | inhibition, % at 10.7 µM | 340,000 compounds, 0.15% hits | AID 652197;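 active = mean replicate inhibition of at least 30%, or all replicates individually reaching that 30% level; inactive = mean below 30% and not every replicate reaching it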;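 note: 0% = neutral control wells and 100% = L-leucinethiol positive control wells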
# RAD54 inh: blocks human RAD54 Holliday junction branch migration. FAM/BHQ fluorescence. 360,000 compounds, 0.14% hits. Q92698. inhibition, % at 10.4 µM;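 active = mean normalized replicate activity at least 40 and at least half of replicates scoring 40 or more; inconclusive = only one of the two criteria met; inactive = mean below 40 and under half of replicates reaching 40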;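 note: 0% = median of neutral control wells and 100% = median of positive control wells; inhibitors cause a drop in the FAM fluorescence signal; in these data hits start at about 50%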
# * marks the source's active call; other numbers are inactive results; ? = inconclusive; / = no result given; & = joins results of further samples; [ ] = another dose, or the depositor's remark.
SMILES,PglD inh,RAD52 anneal inh,Cneo AK release,E-selectin induc,PGC1a acetyl inh,miR122 inh,ERAP1 inh,RAD54 inh
COC(=O)C[C@H]1C=C[C@@H](NC(=O)c2ccccc2)[C@H](CO)O1,-3,-6,0,-0.3,7,/,2,4
COc1cccc(N(CC(=O)O)S(=O)(=O)c2ccccc2)c1,6,/,4,/,-1,4,/,6
O=C(NC1CCCC1)C1CC(O)CN1C(=O)Nc1ccccc1 (configuration not stated),2,2,-2,0.1,/,/,3,-14
COc1ccccc1-c1cnc2c(c1)C(=O)N([C@H](C)CO)C[C@H](C)[C@@H](CN(C)Cc1ccncc1)O2,-2,0,0,-0.3,1,-2[16.7 µM],3,13
Cc1cccc(S(=O)(=O)N2C[C@H]3[C@@H](c4ccccc42)[C@@H](CO)N3Cc2cccnc2)c1,-4,-6,-2,0.0,2,-4[16.7 µM],-3,0
CN(C)CC(=O)N1CC2(C1)[C@@H](c1ccccc1)[C@@H](CO)N2Cc1cc(F)ccc1F,/,-75,/,0.3,-2,/,0,/
C[C@@H]1CCCCO[C@H](CN(C)C(=O)Nc2ccc(C(F)(F)F)cc2)[C@H](C)CN([C@@H](C)CO)C(=O)c2cc(NC(=O)CCC(F)(F)F)ccc2O1,-3,-59,0,0.1,2,-5[16.7 µM],3,3
O=C(N/N=C/c1ccco1)c1cc2ccccc2o1,11,-14,-2,/,0,-6,-4,-2
C#C[C@]1(O)CC[C@H]2[C@@H]3CCc4cc(OC5CCCC5)ccc4[C@H]3CC[C@@]21C,-2&0,3,1&2,0.4,-5,-1,-4,-27&-3
CC(C)NC(=O)N(C)C[C@H]1Oc2cc(C3=CCCC3)ccc2S(=O)(=O)N([C@@H](C)CO)C[C@H]1C,7,-2,0,0.5,1,1[16.7 µM],1,0
O=C1CSC(=NC2CCCCC2)N1,5,/,1,/,-5,1,/,5
C[C@H]1CN([C@@H](C)CO)C(=O)c2cc(NC(=O)c3ccncc3)ccc2O[C@@H]1CN(C)Cc1ccc(Oc2ccccc2)cc1,4,-12,1,0.4,-12,-2[16.7 µM],-2,0
C[C@H](CO)N1C[C@H](C)[C@@H](CN(C)S(=O)(=O)c2cn(C)cn2)OCc2cnnn2CCCC1=O,3&25,-2&-5,-1&1,0.1,-9&3,0,5&-3,2&8
CCOc1ccc(NC(=S)N(C)C)cc1,-2,-5,3,/,5,-14,-1,/
CC1=C(C(=O)N2CCOCC2)CC(CC(=O)NCCCCc2ccccc2)C(=O)N1CCC1=CCCCC1 (configuration not stated),-2,-4,-1,0.2,-2,-5,-2,-3
COc1cc(OC)cc(C(=O)NNC(=O)CN2C(=O)NC3(CCCC3)C2=O)c1,5,-11,-1,-1.8,/,/,2,-7
O=C(COc1ccc(Cl)cc1)NCc1nnc(SCC(=O)N2CCCC2)o1,3,2,0,0.0,/,-2,-5,3
C[C@H]1CN([C@@H](C)CO)C(=O)c2cc(NC(=O)c3ccncc3)ccc2O[C@@H]1CN(C)Cc1ccc2c(c1)OCO2,3,0,0,-2.7,2,5[16.7 µM],-2,0
C[C@@H]1CN([C@H](C)CO)C(=O)Cc2cc(NC(=O)Nc3ccc(C(F)(F)F)cc3)ccc2O[C@H]1CN(C)Cc1ccccc1,4,15,1,0.4,/,-10[16.7 µM],3,-1
CCOC(=O)C1(Cc2cccc(F)c2)CCN(C(=O)c2cnc(C)cn2)CC1,/,-8,/,/,0,5,-1,/
C[C@@H]1CN([C@@H](C)CO)C(=O)c2cc(NC(=O)Cc3ccccc3)ccc2O[C@@H]1CN(C)C(=O)Nc1cccc2ccccc12,3,17,42,?,0,-6[16.7 µM],-2,0
Cc1ncc([N+](=O)[O-])n1CC(=O)Nc1ccc(F)cc1,-3,-6,1,-0.2,1,-6,0,-8
O=C(Nc1ccc(C(=O)O)cc1)/C(=C\c1ccco1)NC(=O)c1ccccc1Cl,-1,-68,-4,/,0,0,-6,9
CCNC(=O)c1ccc(CSc2nc3ccccc3s2)cc1,1,-27,-6,0.3,-7,-10,-10,-1
O=C(Cn1nc(C(F)(F)F)c2c1CCC2)Nc1ccccc1C(F)(F)F,0,/,1,/,0,1,/,-10
CC(C)CNC(=O)c1cccc2c(-c3cccnc3)coc12,-7,-7,3,0.0,-44,1,3,3
CC(=O)c1c(COC(=O)c2ccc(F)cc2)nc2ccccc2[n+]1[O-],-5,-18,0,/,-8,-7,1,2
CCCC(=O)Nc1ccc2c(c1)OC[C@H](C)N(CCC(F)(F)F)C[C@@H](C)[C@@H](OC)CN(C)C2=O,0,3,-2,-0.1,-3,-4[16.7 µM],0,7
COC(=O)C1=C(C)N(C)C(=S)N(C)C1c1ccc(OC)cc1 (configuration not stated),/,-33,/,-0.8,-11,/,-4,/
COC(=O)c1ccc(NC(=O)CSc2nc3ncccc3[nH]2)cc1,-2,-10,-3,-0.1,-1,-3,-8,-4
CO[C@H]1CN(C)C(=O)c2cc(NC(C)=O)ccc2OC[C@@H](C)N(C(=O)C2CC2)C[C@@H]1C,1,-16,-1,0.8,7,10[16.7 µM],2,-4
C[C@@H]1CCCCO[C@@H](CN(C)C(=O)CCCN(C)C)[C@H](C)CN([C@@H](C)CO)C(=O)c2cc(NS(C)(=O)=O)ccc2O1,0,6,-8,-0.1,15,7[16.7 µM],-2,-4
CN(C(=O)c1cccnc1)c1nnc(-c2ccccn2)s1,-3,-1,-2,/,4,-2,6,-11
CCN1C(=O)N[C@@H](c2ccccc2)C(C(=O)OC)=C1C,3,/,0,1.4,/,/,/,-6
COc1ccccc1-c1cc(C(=O)NCCN2CCOCC2)no1,-14,/,7,/,-5,-3,/,1
CCOc1cc(C(=O)NC)cc(Br)c1OC,0,-5,-2,0.6,7,-12,1,-4
COCC(=O)N(C)c1nnc(-c2ccccn2)s1,-6,/,-2,/,-2,2,/,0
CC(C)NC(=O)Nc1cccc2c1O[C@H](CN(C)Cc1ccc(Cl)c(Cl)c1)[C@@H](C)CN([C@@H](C)CO)C2=O,-4,10,-10,53*,-4,14[16.7 µM],8,-1
C[C@H](CO)N1C[C@H](C)[C@@H](CN(C)CC2CC2)OCCCC[C@H](C)Oc2ccc(NS(=O)(=O)c3ccc(Cl)cc3)cc2C1=O,2,5,2,0.5,-7,7[16.7 µM],6,2
C[C@@H]1CN([C@H](C)CO)C(=O)c2cccc(NC(=O)C3CCCCC3)c2O[C@H]1CN(C)Cc1ccc(C(F)(F)F)cc1,-9,-8,-7,0.3,5,39[16.7 µM],-1,-8
CC=Cc1ccc2n(c1=O)C[C@H]1[C@H](CO)[C@@H](C(=O)N(C)C)N(CCC(F)(F)F)[C@@H]21 (mixture of isomers),-3,-15,1,0.6,/,/,-4,-1
CC1CCc2cc(F)ccc2N1S(=O)(=O)c1ccc(F)cc1 (configuration not stated),1,-1,0,0.3,/,-4,1,-5
Cn1cc(C(=O)N/N=C/C=C/c2ccccc2)ccc1=O,0,/,-1,/,-9,5,/,-4
CCN(CC(=O)NCc1cccs1)C(=O)c1cccc(S(=O)(=O)Nc2ccc(F)cc2)c1,0,-8,1,/,3,21,1,-7
CCN1CCN(c2ccc(S(=O)(=O)N3CCCC3)cn2)CC1,/,-12,/,-0.1,16,0,-2,/

# Part of the list above with just ERAP1 inh, Cneo AK release and PGC1a acetyl inh.
SMILES | ERAP1 inh | Cneo AK release | PGC1a acetyl inh
CC=Cc1ccc2n(c1=O)C[C@H]1[C@H](CO)[C@@H](C(=O)N(C)C)N(CCC(F)(F)F)[C@@H]21 (mixture of isomers) | -4 | 1 | /
CC(C)NC(=O)Nc1cccc2c1O[C@H](CN(C)Cc1ccc(Cl)c(Cl)c1)[C@@H](C)CN([C@@H](C)CO)C2=O | 8 | -10 | -4

# (further entries)
SMILES,PglD inh,RAD52 anneal inh,Cneo AK release,E-selectin induc,PGC1a acetyl inh,miR122 inh,ERAP1 inh,RAD54 inh
CC(C)CC#Cc1cnc2c(c1)C(=O)N([C@@H](C)CO)C[C@@H](C)[C@H](CN(C)C(=O)C1CCCCC1)O2,-2,15,-1,-0.6,5,-4[16.7 µM],2,8
CCc1c(O)nc(SC2CC(=O)N(c3ccccc3)C2=O)[nH]c1=O (configuration not stated),3,/,0,/,3,-5,/,-4
O=C(Nc1cc(S(=O)(=O)Nc2ccc(Cl)cc2)ccc1O)c1ccc(S(=O)(=O)N2CCCCCC2)cc1,-2,-35,0,2.2,/,28,4,11
Cc1ccc(F)cc1NC(=O)CCc1c(C)[nH]c(=O)c(C#N)c1C,5,-19,-1,0.0,-1,-3,-3,-7
CN(C)c1ccc(/C=C/C(=O)c2ccc(O)cc2)cc1,/,-116,/,0.1,-16,22,5,/
CNC[C@H]1Oc2ccc(NC(=O)C3CC3)cc2CC(=O)N([C@@H](C)CO)C[C@H]1C,-3,-9,-9,-0.3,0,-3[16.7 µM],-1,-4
COCCN(C(=O)c1ccco1)c1nnc(-c2ccc(OC)c(OC)c2)s1,7,/,0,/,-1,2,/,0
Cc1cccc(NC(=O)C(=O)NCc2ccccn2)c1,4,-4,2,/,-1,-1,9,-3
Cc1c(C=O)cnn1CCC(=O)O,-5,/,6,/,4,-6,/,-2
C[C@@H]1CCCCO[C@H](CN(C)C(=O)c2ccncc2)[C@@H](C)CN([C@H](C)CO)C(=O)c2cc(NC(=O)Cc3ccccc3)ccc2O1,-2,0,-1,/,8,7[16.7 µM],-6,-20
CCOc1ccc(CN2C(=O)c3ccccc3C2=O)cc1C(=O)Nc1nnc(SCC)s1,-6,/,-2,1.0,/,-7,/,6
CC1CCN(C(=O)CSc2nnc(CNC(=O)c3ccco3)o2)CC1,6,/,-1,/,-1,-1,/,4
CCN(CC)C(=O)CSc1nc2ccccc2c(=O)n1-c1ccccc1OC,8,/,-4,/,17,25,/,0
CCCc1nc2ccccc2n1Cc1ccccc1OC,-2,-6,7,-0.7,5,3,-2,2
Cc1ccc(S(=O)(=O)Nc2ccc3c(c2)CC(=O)N([C@@H](C)CO)C[C@@H](C)[C@@H](CN(C)Cc2ccc(Cl)c(Cl)c2)O3)cc1,0,-10,-7,-0.3,-3,-4[16.7 µM],-1,5

# Individual results from the list.
# PglD inh, COCCN(C(=O)c1ccco1)c1nnc(-c2ccc(OC)c(OC)c2)s1 reads 7
# RAD54 inh, CC1CCN(C(=O)CSc2nnc(CNC(=O)c3ccco3)o2)CC1 reads 4
# E-selectin induc, CCOc1ccc(CN2C(=O)c3ccccc3C2=O)cc1C(=O)Nc1nnc(SCC)s1 reads 1.0
# miR122 inh, Cc1cccc(NC(=O)C(=O)NCc2ccccn2)c1 reads -1
# RAD52 anneal inh, CN(C)c1ccc(/C=C/C(=O)c2ccc(O)cc2)cc1 reads -116
# miR122 inh, C[C@@H]1CCCCO[C@H](CN(C)C(=O)c2ccncc2)[C@@H](C)CN([C@H](C)CO)C(=O)c2cc(NC(=O)Cc3ccccc3)ccc2O1 reads 7[16.7 µM]
# miR122 inh, Cc1ccc(F)cc1NC(=O)CCc1c(C)[nH]c(=O)c(C#N)c1C reads -3
